Screening results as filed in PubChem.
14-3-3 Bad PPI: disrupts binding of bovine 14-3-3 zeta to phospho-Bad peptide; P63103; 220,000 tested, 0.71% active; inhibition, % at 21.7 µM; TR-FRET 14-3-3zeta/Dy647-pBad peptide displacement, 1 h;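 active means inhibition above about 70%, limit read from the data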;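 further: 0% = full 14-3-3 plus peptide FRET controls and 100% = background without 14-3-3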
Target sequence (P63103 whole entry, looked up): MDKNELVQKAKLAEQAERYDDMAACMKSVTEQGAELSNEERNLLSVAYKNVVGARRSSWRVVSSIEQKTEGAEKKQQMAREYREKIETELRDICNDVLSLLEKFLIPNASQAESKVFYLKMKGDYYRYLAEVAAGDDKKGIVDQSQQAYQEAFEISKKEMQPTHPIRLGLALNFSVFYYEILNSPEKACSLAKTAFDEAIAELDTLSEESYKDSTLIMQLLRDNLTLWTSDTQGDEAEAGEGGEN
NCF1 inh: inhibitors of human p47phox binding; P14598; p47phox/p22phox peptide binding, fluorescence polarization, 2 h; inhibition, % at 24.7 µM; 220,000 tested, 0.53% active; AID 1274;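 active means inhibition above about 30%, limit read from the data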;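 further: 0% = p47phox with labelled peptide and 100% = labelled peptide alone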
Target sequence (P14598 whole entry, looked up): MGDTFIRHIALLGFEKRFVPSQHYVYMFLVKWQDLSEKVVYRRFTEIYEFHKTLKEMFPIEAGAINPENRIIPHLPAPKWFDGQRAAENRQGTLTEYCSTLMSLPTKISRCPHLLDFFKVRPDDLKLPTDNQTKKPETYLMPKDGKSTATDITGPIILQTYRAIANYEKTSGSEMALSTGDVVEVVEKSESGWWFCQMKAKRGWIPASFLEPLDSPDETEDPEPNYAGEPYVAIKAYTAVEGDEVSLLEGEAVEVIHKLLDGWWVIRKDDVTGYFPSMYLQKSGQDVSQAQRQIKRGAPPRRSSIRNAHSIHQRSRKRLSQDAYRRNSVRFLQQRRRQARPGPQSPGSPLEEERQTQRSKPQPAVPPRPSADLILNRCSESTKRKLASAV
Runt-CBFb FRET: blocks binding of human RUNX1 Runt domain to CBFb | Q01196+Q13951 | Cerulean-Runt/Venus-CBFb FRET ratio 530/480, 1 h | inhibition, % at 20 µM | 220,000 tested, 0.46% active;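 active means inhibition over about 50% at 20 µM in the single-dose screen, limit read from the data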;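 further: 0% = DMSO wells and 100% = excess unlabeled CBFb competitor control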
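Doses: 20 µM compound in 1% DMSO | Material: Cerulean-labeled Runt domain protein | Amount: Each fluorescent fusion protein 100 nM | Schedule: Two 1 h room-temperature incubations shielded from light | Measured by: FRET fluorescence | Evaluation: Loss of energy transfer signal | Controls: Unlabeled CBFb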
Hck Nef HTS: inhibitors of human Hck kinase activated by Nef. inhibition, % at 20 µM. 220,000 tested, 0.68% active. Recombinant Hck-YEEI plus Nef, Z-Lyte FRET kinase assay. P08631;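 active means Hck-Nef kinase inhibition above about 50%, limit read from the data; inactive means inhibition below that limit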;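 further: 0% = DMSO with Hck plus Nef and 100% = Hck alone without Nef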
Tb hexokinase: blocks Trypanosoma brucei hexokinase 1 activity | recombinant TbHK1, G6PDH-coupled NADH A340 | inhibition, % at 10 µM | 220,000 tested, 0.11% active | AID 1430;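 active means inhibition of 50% or more in the single-dose primary screen; inactive means inhibition below 50%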
Runt-SMMHC FRET: inhibitors of human RUNX1 Runt domain binding to CBFb-SMMHC | AID 1434 | inhibition, % at 20 µM | Cerulean-Runt/Venus-CBFb-SMMHC FRET ratio 530/480, 1 h | 220,000 tested, 0.74% active | Q01196+Q13951;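 active means mean inhibition across duplicate retests at 20 µM reaching about 50%, limit read from the data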;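 further: 0% = DMSO wells and 100% = wells with excess untagged CBFb-SMMHC; inhibitors lower the FRET ratio by blocking Runt binding to CBFb-SMMHC; some results filed as inactive read as strong as hits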
L929 necroptosis: blocks zVAD induced death of L929 cells; L929 zVAD necroptosis rescue, ATP luminescence, 24 h; with zVAD 60 µM; viability rescue, % at 10 µM; 220,000 tested, 0.38% active;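 active means activation, scaled between plate controls, above about 75%, limit read from the data; inactive means activation under that limit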;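 further: 0% = zVAD with DMSO and 100% = DMSO alone without zVAD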
EBV gp42 block: EBV gp42 inhibition | Fluorescence polarization binding assay, mP read-out | 220,000 tested, 0.42% active | inhibition, % (tested at 21.74 µM) | Q1HVG2; in the data active means inhibition above about 50%
Target sequence (Q1HVG2 whole entry, looked up): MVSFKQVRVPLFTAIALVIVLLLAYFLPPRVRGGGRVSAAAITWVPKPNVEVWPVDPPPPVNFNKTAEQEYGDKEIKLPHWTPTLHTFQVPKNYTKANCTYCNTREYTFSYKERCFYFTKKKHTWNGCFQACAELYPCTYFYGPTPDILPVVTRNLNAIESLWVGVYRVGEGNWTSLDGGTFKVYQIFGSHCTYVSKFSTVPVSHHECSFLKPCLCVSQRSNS
MDM2 E3 inh: blocks human Mdm2 ubiquitin ligase activity. Q00987. 210,000 tested, 0.11% active. signal enhancement, % at 5 µM. cell-based MDM2 ubiquitination luciferase reporter, 2 h; 0 = plate control, 100 = twice control, blank-subtracted;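 active means signal enhancement of 30% or more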;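 further: luminescence tracks abundance of the self-degrading MDM2-luciferase fusion protein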
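Material: Stable MDM2–luciferase fusion reporter cells | Amount: 2000 cells seeded into each well | Dosing: One concentration, 5 µM, with 0.2% DMSO | Incubation: 4 h cell settling then 2 h compound exposure, 37 °C | Measured by: Luciferase luminescence | Read-out basis: % enhancement relative to plate controls after blank subtraction | Benchmarks: Control and blank well means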
Starred values were filed as active, the others as inactive; · = no result given; & = joins results of further samples; [ ] = dose if it differs, or a comment.

SMILES	14-3-3 Bad PPI	NCF1 inh	Runt-CBFb FRET	Hck Nef HTS	Tb hexokinase	Runt-SMMHC FRET	L929 necroptosis	EBV gp42 block	MDM2 E3 inh
O=c1cc(O)c(-c2cccc(C(F)(F)F)c2)c(Cl)[nH]1	2.9	-4.1	4.7	12.2	11.6	-1.2	3.3	-19.4	1.0
CCC(C)NC(=O)C1CCN(c2nc(OC)nc(OC)n2)CC1 (stereo not given)	1.1	2.1	0.5	9.7	0.2	1.7	0.2	-17.7	-6.8
CCOC(=O)C1CCN(C(=O)Cc2ccc(C)cc2)CC1	-13.7	-8.5	-0.1	2.4	-8.1	-1.0	-0.1	-4.6	-6.9
Cn1c(SCC(=O)Nc2ccc3[nH]c(=O)[nH]c3c2)nnc1-c1ccc(F)cc1	-3.8	-10.9	1.2	27.9	-13.7	-3.0	0.2	-14.1	·
CNS(=O)(=O)c1cc2c3c(cccc3c1)C(=O)NC2=O	6.3	-73.0	0.2	23.2	-15.0	-4.8	9.0	7.9	-13.2
O=C(NC(=S)Nc1ccccc1C(F)(F)F)c1ccccc1F	-3.5	-14.1	-0.5	2.0	1.0	2.0	-0.2	0.7	-0.2
CC(C)CN(C(=O)COC(=O)CCN1C(=O)c2ccccc2C1=O)C1CCS(=O)(=O)C1 (stereo not given)	9.2	-12.1	2.8	-0.4	4.2	2.4	-0.4	-13.9	0.0
O=C(NCCCN1CCOCC1)c1ccccc1NS(=O)(=O)c1cc([N+](=O)[O-])ccc1Cl	-1.4	-5.5	0.5	1.1	-22.5	-0.2	-1.1	-10.8	-18.3
Cc1ccccc1CN(C)C(C)C(=O)Nc1ccccc1F (stereo not given)	-8.7	-3.6	-1.2	2.5	-2.5	-5.3	3.4	-1.5	-25.6
COCC[N+]1(C)CCCCC1	21.2	-4.2	-7.1	-27.2	6.9	8.2	-0.5	-31.3	-5.5
O=C(/C=C/c1ccc(Cl)cc1)N(Cc1ccccc1)C1CCS(=O)(=O)C1 (stereo not given)	7.0	-25.4	-2.6	2.7	-4.1	-3.1	-0.1	-7.9	-14.4
CC(CN1CCN(C)CC1)OC(=O)c1ccc(Cl)cc1 (stereo not given)	21.7[fluorescence artefact?]	-1.5	0.1	-22.7	3.7	0.7	-0.3	-18.2	-14.3
C/C(=N\NC(=O)CN(c1ccccc1Br)S(C)(=O)=O)c1ccc2c(c1)OCCO2	-23.9	-9.5	-2.8	1.8	33.9	4.3	2.3	-2.5	-2.2
Cc1oncc1-c1csc(-c2ccccc2Cl)n1	-6.4	-5.3	-1.8	-0.1	0.4	-1.6	1.1	-7.4	0.0
O=C1CC(C(F)(F)C(F)(F)C(F)(F)C(F)(F)F)=Nc2ccccc2N1	-1.8	-2.0	-4.6	1.1	-3.2	-3.1	0.0	8.2	-10.2
Cc1ccc(C(=O)CSC2=NC(N)=C(C#N)C3(CCCCC3)C2C(N)=O)cc1 (stereo not given)	-1.0	-3.9	21.5	-8.9	-10.4	7.4	-0.9	-8.8	7.2
N=C(N)N1CCN(Cc2ccccc2)CC1	7.6	-7.3	3.3	-10.9	-2.5	-1.8	-0.3	-6.2	-20.4
CC(C)C(NC(=O)C(c1ccccc1)c1ccccc1)c1nc2ccccc2[nH]1 (stereo not given)	9.6	-9.2	2.1	3.3	-10.6	-0.6	0.1	-23.5	-14.6
CNC(=O)COC(=O)c1c2c(nc3ccccc13)CCC2	1.6	-10.9	-2.2	25.9	-15.8	-6.7	2.0	5.0	-8.8
Cc1nc2c3cnn(-c4ccc(C)c(C)c4)c3ncn2n1	·	·	1.7	-0.1	-2.5	0.5	0.2	·	-29.0
O=c1[nH]c(=S)n(C2CCCCC2)c(O)c1C=NCCN1CCOCC1	-1.8	-16.8	-1.2	19.2	-39.9	-1.6	0.8	-11.4	16.7
COC(=O)[C@@H]1CCCN1C(=O)CCc1nnc(CCC2CCCCC2)o1	-9.7	-3.4	-0.7	24.6	1.3	-1.8	1.6	-7.4	-10.5
COc1ccc(NC(=S)NC(=O)c2ccccc2Cl)cc1	-9.2	-2.6	-1.3	26.3	-1.1	2.6	1.1	-19.6	-2.9
COc1ccc(OCCNC(=O)/C=C/c2ccccc2)cc1	-7.2	-7.4	-0.4	14.4	2.2	2.2	1.4	-9.8	-6.7
Cc1c(C(=O)NCCSCc2ccccc2)cccc1[N+](=O)[O-]	-8.0	-4.8	-0.1	17.6	-1.8	-3.9	5.1	-8.1	-12.4
CC1CCCC(NC(=O)CC2Nc3ccccc3NC2=O)C1C (stereo not given)	-10.3	-19.6	-2.8	0.5	-3.2	-1.2	4.9	1.8	0.2
CCC(=O)N1CCc2cc(OC)c(OC)cc2C1COc1ccc(C(=O)OC)cc1 (stereo not given)	-2.6	-8.6	-0.8	-1.1	-2.1	0.1	0.2	-1.2	-12.0
O=C(Nc1nc2ccc(F)cc2s1)C1CCCO1 (stereo not given)	-2.0[fluorescence artefact?]	-1.4	-1.4	-0.9	4.2	-3.1	0.1	-11.3	-18.5
C/C(=N\NC(=O)Cc1cc(=O)[nH][nH]1)c1cccc([N+](=O)[O-])c1	2.9	-7.5	2.4	-13.4	1.5	1.8	1.2	-19.7	-7.0
CC1=NNC(=O)C1CCC(=O)N/N=C\c1ccc(Cl)c(Cl)c1 (stereo not given)	-14.7	-3.1	0.8	26.2	-2.6	-2.5	1.9	-24.9	0.2
CCOC(=O)C1CCCN(C(=O)Cn2nc(Cc3cccnc3)c3ccccc3c2=O)C1 (stereo not given)	11.6	-5.7	1.8	0.6	-3.3	-2.4	0.1	-23.9	-12.8
CCOC(=O)c1cnc(SCC(=O)Nc2cc(OC)cc(OC)c2)nc1N	-2.8	-5.6	-1.0	0.4	1.1	-0.8	-0.4	-10.1	-7.3
c1coc(-c2nc3nc4ccccc4nc3n2CC2CCCO2)c1 (stereo not given)	6.8	-16.2	12.2	158.7*	-28.1	25.7	-0.3	-8.7	-14.2
O=C(Nc1cccc(Cl)c1)NC1CC2CCC(C1)N2Cc1ccco1 (stereo not given)	-3.7	-3.4	2.5	-11.1	0.1	-2.4	0.1	-2.0	9.6
COc1ccc(N(Cc2ccccc2)S(=O)(=O)c2cccc(C(=O)NC3=NCCS3)c2)cc1	0.9	-47.2	-0.2	0.3	-5.8	1.0	-0.2	-71.6	-3.4
COc1ccccc1C(=O)C1CCCN(C(=O)CCc2ccccn2)C1 (stereo not given)	-14.1	2.3	2.1	11.2	-3.4	-1.8	-0.5	-7.3	-11.0

Structures above that have a CF3 group:
SMILES	14-3-3 Bad PPI	NCF1 inh	Runt-CBFb FRET	Hck Nef HTS	Tb hexokinase	Runt-SMMHC FRET	L929 necroptosis	EBV gp42 block	MDM2 E3 inh
O=c1cc(O)c(-c2cccc(C(F)(F)F)c2)c(Cl)[nH]1	2.9	-4.1	4.7	12.2	11.6	-1.2	3.3	-19.4	1.0
O=C(NC(=S)Nc1ccccc1C(F)(F)F)c1ccccc1F	-3.5	-14.1	-0.5	2.0	1.0	2.0	-0.2	0.7	-0.2
O=C1CC(C(F)(F)C(F)(F)C(F)(F)C(F)(F)F)=Nc2ccccc2N1	-1.8	-2.0	-4.6	1.1	-3.2	-3.1	0.0	8.2	-10.2

The list goes on:
SMILES	14-3-3 Bad PPI	NCF1 inh	Runt-CBFb FRET	Hck Nef HTS	Tb hexokinase	Runt-SMMHC FRET	L929 necroptosis	EBV gp42 block	MDM2 E3 inh
O=C(CNCc1ccccc1Cl)Nc1ccccc1N1CCCCC1	34.8	-11.7	-3.4	17.8	8.7	-2.4	1.1	4.3	4.9
O=C(NN1C(=O)/C(=C/c2cccs2)SC1=S)c1cccnc1	10.7	-25.8	0.5	43.6	6.0	-3.8	0.5	-10.4	-10.5
C/C(=N\NC(=O)c1ccc([N+](=O)[O-])cc1)c1cccc([N+](=O)[O-])c1	-17.1	-4.5	0.4	19.3	-8.9	3.4	6.3	3.6	-15.2
Cc1cccc(C)c1NC(=O)CN(C)c1ccc(C(F)(F)F)cn1	-15.1	-1.9	-5.1	-8.4	35.7	-4.2	0.8	-10.2	-11.4
CCN(CC)S(=O)(=O)c1cccc(NC(=O)c2ccccc2Br)c1	-8.4	2.9	0.5	19.0	2.2	-3.6	1.4	-6.0	-19.5
CCN1CCc2c(sc(NC(=O)c3ccc(S(=O)(=O)N4CCOCC4)cc3)c2C(=O)OC)C1	14.1	-1.1	-0.9	4.4	-23.9	14.2	-0.4	-4.0	-25.2
O=C(c1ccc2ccccc2c1)C1CCCN(C(=O)c2cnccn2)C1 (stereo not given)	0.0	10.4	1.8	6.9	-9.7	0.4	0.6	-10.0	-6.6
CC1=CN2C(=N)/C(=C/c3ccc(Sc4ccc(C)cc4)o3)C(=O)N=C2S1	-4.4	-32.2	-10.7	3.3	-2.0	-39.6	0.8	-15.9	19.8
Cn1c(=O)c2c(nc(CN3CCN(C(=O)c4ccco4)CC3)n2Cc2ccc(F)cc2)n(C)c1=O	24.5	-1.2	3.0	8.0	-11.8	2.0	0.2	-9.8	1.4
COc1cccc(-c2nc(-c3ccc(NC(=O)Cc4ccccc4OC)cc3)no2)c1	-15.2	-30.2	-1.5	-1.1	-3.7	0.5	0.2	-10.5	-5.9
CCOC(=O)c1ccc(NC(=O)N2CC(C)OC(C)C2)cc1 (stereo not given)	7.0&-6.1[fluorescence artefact?]	-5.0&-14.9	-1.3&-1.1	4.7&-3.2	-6.1&-7.7	-4.3&1.4	-1.0&0.6	-13.5&-13.6	-7.0&-9.1
CCC(=O)N1CCc2cc(S(=O)(=O)CCC(=O)N3CCc4ccccc4C3)ccc21	-6.1	-0.1	-0.1	0.6	27.6	5.6	0.3	-13.4	-23.0
Nc1nc(N)c(N=Nc2ccc(C(=O)O)cc2)c(N)n1	2.5	-9.3	3.3	-4.3	-24.0	-2.6	2.5	-14.5	-8.9
Cn1nnnc1SCC(=O)Nc1ccccc1C(N)=O	-2.6	-6.3	-0.1	-39.1	11.7	13.3	0.0	3.1	-4.2
COc1ccc(S(=O)(=O)NC(CC(=O)NCc2ccc3c(c2)OCO3)c2ccco2)cc1 (stereo not given)	4.0	5.9	1.8	0.7	1.2	0.3	0.4	6.9	-8.2
Cc1ccccc1OCc1nc2ccccc2c(=O)n1/N=C/c1c[nH]c2ccccc12	-10.3[fluorescence artefact?]	-9.7	-1.0	1.2	-3.8	0.2	3.4	-18.4	-12.3
CCc1c(O)nc(SCC(=O)Nc2ccccc2OC)[nH]c1=O	-2.5	-11.3	1.3	4.0	10.5	3.1	-0.1	-11.8	3.7
CCOc1cccc(/C=C/c2ccc3ccccc3n2)c1OC(C)=O	-8.5	-0.3	-2.0	27.8	-13.9	-6.0	62.5	15.4	-45.2
Cc1c2c(n3c(nc4ccccc43)c1C#N)N(c1ccccc1)CC2	15.2[fluorescence artefact?]	5.5	16.3	6.4	-5.1	79.2*	0.5	-3.1	-8.0
COc1ccc(OC)c(NC(=O)CSc2nncc3ccc(OC)c(OC)c23)c1	3.3	5.3	0.0	6.8	-14.7	-6.4	0.0	-0.7	-4.0
